# West Nile antiviral = inhibition of WNV-induced cytopathic effect – cell-based, CPE readout (AID 1621). West Nile virus-infected cells, CPE inhibition; higher % means a stronger effect. CPE inhibition, % at 10 µM; hits with a dose series show IC50 in µM. 290,000 tested, 0.02% active; in the data active = a potency from the dose series; note: strong numbers were not always called active
# PMI inhibitors = MPI enzyme activity inhibition – biochemical, fluorescence intensity, coupled assay, primary screen (AID 1209); purified PMI enzyme, coupled fluorescence intensity; higher % means a stronger effect; one-dose inhibition, % at 20 µM; IC50 in µM for titrated hits; 190,000 tested, 0.42% active;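 note: plate controls were DMSO vehicle for no effect and wells lacking substrate for full effect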
# TNAP activators = human TNAP enzyme activators, primary screen, biochemical, luminescent, no phosphate acceptor, uHTS (AID 1001); purified TNAP, luminescent activation assay, no phosphate acceptor; higher activation fold means a stronger effect; activation fold at 20 µM; hits with a dose series show EC50 in µM; 200,000 tested, 0.03% active; in the data active = activation fold from about 3, or a potency from the dose series; inactive = the rest, 99 in 100 with activation fold below about 1.6; note: many of its hits are not listed in these tables
# PMI inhibition = human PMI inhibitors, high substrate, primary screen, biochemical, fluorescence intensity, high mannose 6-phosphate (AID 1220) | 190,000 tested, 0.66% active | inhibition, % at 20 µM, or IC50 in µM where a hit was titrated | recombinant PMI enzyme, coupled fluorescence intensity; higher % means a stronger effect
# P. falciparum M1AAP = P. falciparum M1AAP inhibitors, biochemical, fluorogenic H-Leu-NHMec substrate, 1536-well (AID 1445); recombinant M1AAP, H-Leu-NHMec fluorogenic kinetic assay; higher % means a stronger effect; inhibition, % at 30 µM; hits with a dose series show IC50 in µM; 220,000 tested, 0.42% active;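 active = primary inhibition above the hit cutoff, then over 50% inhibition at one or more dose response concentrations, cut at about 23% in these data, passing the limit was not always enough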;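 note: plate controls were DMSO full reaction for no effect and no enzyme background for full effect; strong numbers were not always called active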
# RSV CPE inhibition = inhibition of RSV-induced cytopathic effect – HEp-2 cells, primary 10 µM value included (AID 2391); CPE inhibition, % at 10 µM; hits with a dose series show IC50 in µM; 310,000 tested, 0.13% active; HEp-2 cells, RSV-induced CPE inhibition; higher % means a stronger effect; in the data active = a potency from the dose series; note: strong numbers were not always called active
# P. falciparum M17LAP = P. falciparum M17LAP inhibitors, primary screen, biochemical, fluorogenic H-Leu-NHMec substrate, 1536-well (AID 1619). 220,000 tested, 0.38% active. one-dose inhibition, % at 30 µM; IC50 in µM for titrated hits. recombinant M17LAP, H-Leu-NHMec fluorogenic kinetic assay; higher % means a stronger effect;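 active = compound inhibiting the enzyme by more than half at any dose during confirmatory dose-response retesting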;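 note: plate controls were full reaction with DMSO carrier for no effect and no enzyme background for full effect; strong numbers were not always called active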
# K1F lysis inhibition = inhibition of K1F phage lysis, E. coli UTI89, bacterial capsule biogenesis inhibitors, alamar blue (AID 488966). inhibition, % at 100 µM, or IC50 in µM where a hit was titrated. E. coli UTI89 K1F phage lysis, alamar blue, 2 h; higher % means a stronger effect. 340,000 tested, 0.02% active;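 active = phage lysis inhibition, versus mean bacterial control, above a set limit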;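 note: capsule biogenesis inhibitors block K1F phage lysis so surviving cells raise fluorescence; higher fluorescence means more inhibition of phage lysis; actives were called in the ten point dose series up to 300 µM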
# T cell modulator = T cell immune modulation candidate. 2C CD8+ T cell-vesicle binding, flow cytometry; hits give low values. calls only at 7 µM. 330,000 tested, 0.068% active. AID 2052;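 active = response, share of CD8 T cells binding vesicles, and their 90th percentile fluorescence all below set limits, cut at about 80% in these data, passing the limit was not always enough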
#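 material = purified 2C TCR transgenic mouse naive CD8+ T cells | controls = Unloaded micro-vesicles (low), QL9 vesicles with 0.7% DMSO (high) | detection = cytometric PE anti-B7-1 and Alexa647 anti-CD8 signals after 1% paraformaldehyde fixation | incubation = binding step 1.5 h, 37 °C, antibody labelling 20 min, ice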
# T cell modulator vesicle-bound % = also measured in T cell modulator; calls as there; double positive events, %; measured here: CD8+ vesicle-bound cell fraction;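 binding gate set so that unloaded-vesicle control wells show 10% double positive cells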
# * hit, by the source's call; i = inactive; / = not tested or not shown; [ ] = dose if it differs, or a comment. Cut-off read from the data, not from the text of the source, unless noted: active = inhibition above about 50%; inactive = the rest.
SMILES,West Nile antiviral,PMI inhibitors,TNAP activators,PMI inhibition,P. falciparum M1AAP,RSV CPE inhibition,P. falciparum M17LAP,K1F lysis inhibition,T cell modulator,T cell modulator vesicle-bound %
CCOC(=O)c1oc2cc(O)c(CC)cc2c(=O)c1-c1ccc2c(c1)OCCO2,0.3%,24%,1.1,26%,8%,5.4%,-6%,0.1%,i,44
CCOC(=O)c1sc(NC(=O)c2ccco2)nc1-c1ccccc1,-0.1%,6%,1.1,1%,6%,3.4%,11%,0.0%,i,47
COc1cccc(CNC(=O)C2CCCN(S(=O)(=O)c3cnc[nH]3)C2)c1 (stereo not drawn),2.5%,10%,1.1,6%,4%,-0.1%,4%,-0.6%,i,33
Cc1ccc(S(=O)(=O)NCC(=O)N2CCCC2)cc1,0.1%,-11%,1.1,-10%,-2%,0.7%,9%,7.2%,i,58
NC(=S)N/N=C/c1coc2c(ccc3ccccc32)c1=O,-0.8%,4%,1.3,8%,8%,-1.0%,12%,2.4%[50 µM],i,49
O=c1ccc(-c2ccc(S(=O)(=O)N3CCN(c4cccc(Cl)c4)CC3)o2)n[nH]1,-0.3%,/,/,/,/,0.2%,/,0.2%,i,2
NC1=C(c2ccccc2)C(=O)NC1=O,0.6%,/,/,/,/,-0.1%,/,-0.1%,i,37
COC(=O)N(NC(=O)C(O)(c1ccccc1)c1ccccc1)c1ccc(C)cc1,-0.2%,5%,1.2,0%,-3%,1.6%,-5%,1.2%,i,29
COc1ccc(C2/C(=C(\O)c3ccc4c(c3)OCCO4)C(=O)C(=O)N2CCCN(C)C)cc1 (stereo not drawn),0.8%,9%,1.1,9%,7%,2.0%,5%,1.3%,i,30
Cc1c(Cl)cccc1NC(=O)COc1ccc(S(=O)(=O)N2CCOCC2)cc1,-0.4%,-1%,1.1,-3%,8%,0.1%,0%,8.8%,i,53
Cc1c(NC(=O)COC(=O)C23CC4CC(CC(O)(C4)C2)C3)c(=O)n(-c2ccccc2)n1C,1.0%,-4%,1.2,-7%,-9%,2.4%,-6%,2.7%,i,1
COc1ccccc1NC(C)C(=O)N/N=C/c1cccs1 (stereo not drawn),0.0%,-1%,1.1,0%,8%,0.8%,-6%,-0.7%,i,28
COc1cc2c(cc1OC)CN(C(=S)Nc1c(C)cccc1C)CC2,0.2%,15%,1.1,5%,12%,1.4%,11%,1.6%,i,64
COC(=O)CC1C(=O)NCCN1C(=O)c1ccccc1 (stereo not drawn),0.2%,9%,1.1,-4%,-2%,1.6%,-4%,1.3%,i,34
CCCCn1c(SCC(=O)NCC2CCCO2)nc2ccc(N3CCOCC3)cc2c1=O (stereo not drawn),0.5%,-19%,1.1,-52%,5%,-0.5%,-2%,0.1%,i,38
COc1ccc(-c2noc(CCC(=O)NCCc3ccccc3)n2)cc1OC,-0.8%,/,/,/,/,1.0%,/,1.1%[50 µM],i,21
O=C(CNS(=O)(=O)c1ccc(Br)cc1)N1CCN(Cc2ccccc2)CC1,-0.9%,/,/,/,/,0.5%,/,0.1%,i,32
CC(Oc1ccccc1)C(=O)N1CCC2(CC1)Oc1ccc(F)cc1C(=O)C21CC(c2cccnc2)=NO1 (stereo not drawn),0.9%,/,/,/,/,-1.9%,/,0.8%,i,19
O=C(CO/N=C/c1ccccc1OC(F)F)NCc1cccs1,-0.8%,5%,1.1,10%,0%,1.4%,3%,0.1%,i,34
CC(C)CNC(=O)c1cnn2c(C(F)(F)F)cc(C(F)(F)F)nc12,0.4%,/,/,/,9%,0.2%,1%,/,i,53
Cc1ccc(C)c(NC(=O)NNC(=O)c2ccc3ccccc3c2O)c1,0.1%,/,/,/,/,1.2%,/,0.1%,i,66
Cc1cc(C)c(NC(=O)NC(=O)C(Cl)(Cl)Cl)c(C)c1,-0.3%,-11%,1,0%,2%,0.1%,7%,-1.6%,i,17
CCOc1ccc(N(Cc2cc3cc(OC)ccc3[nH]c2=O)C(=O)C2CCCO2)cc1 (stereo not drawn),0.2%,10%,1,14%,4%,3.6%,-8%,-1.0%[50 µM],i,31
COc1ccc(N2C(=O)CC(N3CCN(S(=O)(=O)c4cc(C)ccc4C)CC3)C2=O)cc1 (stereo not drawn),-0.7%,5%,1.1,2%,1%,-1.8%,8%,-0.4%,i,44
c1ccc(-c2nc(NCCCN3CCOCC3)c3ccccc3n2)cc1,-0.1%,5%,1.2,3%,0%,-0.7%,10%,0.0%,i,32

# Random excerpt: 4 records from the list.
SMILES,West Nile antiviral,PMI inhibitors,TNAP activators,PMI inhibition,P. falciparum M1AAP,RSV CPE inhibition,P. falciparum M17LAP,K1F lysis inhibition,T cell modulator,T cell modulator vesicle-bound %
Cc1cc(C)c(NC(=O)NC(=O)C(Cl)(Cl)Cl)c(C)c1,-0.3%,-11%,1,0%,2%,0.1%,7%,-1.6%,i,17
Cc1ccc(C)c(NC(=O)NNC(=O)c2ccc3ccccc3c2O)c1,0.1%,/,/,/,/,1.2%,/,0.1%,i,66
NC(=S)N/N=C/c1coc2c(ccc3ccccc32)c1=O,-0.8%,4%,1.3,8%,8%,-1.0%,12%,2.4%[50 µM],i,49
CCOc1ccc(N(Cc2cc3cc(OC)ccc3[nH]c2=O)C(=O)C2CCCO2)cc1 (stereo not drawn),0.2%,10%,1,14%,4%,3.6%,-8%,-1.0%[50 µM],i,31

# Quoted from the listing.
# Under T cell modulator vesicle-bound %, Cc1cc(C)c(NC(=O)NC(=O)C(Cl)(Cl)Cl)c(C)c1 reads 17
# Under West Nile antiviral, COc1ccc(N2C(=O)CC(N3CCN(S(=O)(=O)c4cc(C)ccc4C)CC3)C2=O)cc1 (stereo not drawn) reads -0.7%

# (further entries)
SMILES,West Nile antiviral,PMI inhibitors,TNAP activators,PMI inhibition,P. falciparum M1AAP,RSV CPE inhibition,P. falciparum M17LAP,K1F lysis inhibition,T cell modulator,T cell modulator vesicle-bound %
O=S(=O)(Nc1cc(C(F)(F)F)ccc1N1CCOCC1)c1ccc2ccccc2c1,-1.7%,7%,1,8%,-2%,4.8%,16%,2.1%[50 µM],i,44
COc1ccc(N(CC(=O)NCCSC(C)(C)C)S(C)(=O)=O)c(OC)c1,1.0%,-3%,1.1,6%,-1%,0.0%,6%,0.0%,i,5
CCCN(CCC)CCN1C(=O)C2C(C(=O)Nc3cccc(SC)c3)C3C=CC2(O3)C1C(=O)NC1CCCCC1 (stereo not drawn),-0.8%,/,/,/,/,0.6%,/,0.1%,i,42
COc1cc(NS(C)(=O)=O)c(OC)cc1NC(=O)c1ccccc1,0.0%,5%,1,1%,9%,0.2%,5%,0.9%,i,32
Cc1ccc2oc(/N=C(\N)NC(=O)C3CC3)nc2c1,-0.3%,/,/,/,8%,/,10%,-0.5%,i,37
CCOc1ccc(C2/C(=C(\O)c3cccc(OC)c3)C(=O)C(=O)N2c2ccccn2)cc1OC (stereo not drawn),0.1%,/,/,/,5%,0.8%,22%,-1.8%,i,16
O=C(N[C@H](CO)[C@H](O)c1ccc([N+](=O)[O-])cc1)C(Cl)Cl,-0.8%,/,/,/,/,0.4%,/,-6.5%,i,47
C(=C\c1nccc2c1[nH]c1ccccc12)/c1ccccc1,-0.9%,/,/,/,7%,8.6%,12%,0.5%,i,39
CCCCOC(=O)Nc1ccc(C(=O)OC)cc1,0.2%,2%,1.1,4%,5%,6.8%,11%,-0.1%,i,15
O=C(O)c1cccc(CSc2nnc(-c3ccc(Cl)cc3)o2)c1,-0.1%,/,/,/,/,-0.4%,/,-0.1%,i,48
Cc1ccccc1NC(=O)Cc1nc(CCl)cs1,1.1%,15%,1.1,-5%,1%,4.8%,4%,3.2%,i,39
O=C(NCCCNC(=O)c1ccccn1)c1ccc(F)cc1,-0.1%,/,/,/,/,3.2%,/,-0.2%,i,17
Cc1ccccc1CN(c1ccc(C(=O)NCCC2=CCCCC2)cc1)S(C)(=O)=O,0.1%,15%,1,15%,19%,0.8%,11%,0.3%,i,44
COc1cccc(NC(=O)CN(C)C(C)C(=O)Nc2cc([N+](=O)[O-])ccc2Cl)c1 (stereo not drawn),-1.6%,6%,1.1,-1%,0%,2.3%,-4%,0.3%,i,37
O=C(COC(=O)c1ccccn1)Nc1ccc(S(=O)(=O)N2CCOCC2)cc1,0.1%,8%,1.1,11%,4%,2.4%,1%,-0.3%,i,25
CCN1C2=NCCCN2c2ccccc21,0.2%,-4%,1.2,-4%,7%,1.4%,-1%,0.0%,i,32
COc1ccc(/C=N/NC(=O)Cn2nnc3ccccc32)cc1OC,0.3%,14%,1,5%,3%,1.4%,18%,3.9%,i,45
O=C(CNS(=O)(=O)c1cccs1)N1CCc2ccccc2C1,0.0%,-4%,1.1,-7%,4%,1.9%,-13%,-0.1%,i,2
COc1ccc(OCC(O)CN2CCN(CC(O)COc3ccc(OC)cc3)CC2)cc1 (stereo not drawn),-1.0%,/,/,/,/,-0.5%,/,-0.6%,i,55
COc1ccc(C2SCC(=O)N2CC23CC4CC(CC(C4)C2)C3)cc1 (stereo not drawn),0.1%,6%,1,8%,-1%,21%,9%,-0.8%,i,17
COc1ccc(/C=N/NC(=O)CN2CCSCC2)c(OC)c1,-0.4%,-10%,1.2,-15%,1%,0.4%,26%,7.0%,i,9
COc1ccc(N2CC(NC(=O)NCCC(C)C)CC2=O)cc1 (stereo not drawn),-0.2%,0%,0.8,-16%,3%,1.9%,16%,-1.8%,i,42
Cc1ccccc1NC(=O)Cn1nnc2sc3c(c2c1=O)CC(C)(C)OC3,-0.3%,/,/,/,-1%,1.4%,-5%,-0.7%,i,13
Cc1ccc(-c2nnn(Cc3nc4ccccc4s3)n2)cc1,-0.4%,18%,1.1,14%,-3%,13%,-7%,1.5%,i,22
O=C(Nc1ccccc1Cl)c1cc(=O)c2ccccc2o1,-1.0%,/,/,/,/,5.8%,/,0.0%,i,51
O=C(CSc1ncn[nH]1)c1ccco1,-0.2%,47%,1.1,12%,3%,2.6%,38%,-1.8%,i,48
COc1ccccc1N1CCN(C2CCCCC2NS(=O)(=O)c2ccc(Cl)cc2)CC1 (stereo not drawn),0.4%,/,/,/,/,9.3%,/,0.3%,i,56
Cc1cc(CN2CCCC(CNC(=O)c3ccc(F)cc3)C2)cc(C)c1O (stereo not drawn),-0.9%,3%,1.1,5%,6%,-0.6%,4%,-0.4%,i,27
Cn1cccc1/C=N/N1CCN(Cc2ccccc2)CC1,-0.1%,/,/,/,3%,2.4%,5%,-0.8%,i,30
CCN(CCCNC(=O)CC1Oc2ccc(C)cc2NC1=O)Cc1ccccc1 (stereo not drawn),-1.0%,24%,1,21%,1%,0.0%,-5%,4.2%,i,59

# Source: PubChem BioAssay (several laboratories)

# Compounds were not picked by outcome. Share with any hit: about 1.5%.
